OX1R antag-1 – blocks the human orexin 1 receptor; AID 485270; 1.8% of 330,000 active; OX1R-expressing cells, FRET antagonist read-out; inhibition, % at 6.6 µM; in the data active means inhibition mostly above about 38%, no sharp cut-off; inactive means mostly below about 40%;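 further: 0% = agonist challenge alone and 100% = reference antagonist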
Target sequence (O43613 whole entry, looked up): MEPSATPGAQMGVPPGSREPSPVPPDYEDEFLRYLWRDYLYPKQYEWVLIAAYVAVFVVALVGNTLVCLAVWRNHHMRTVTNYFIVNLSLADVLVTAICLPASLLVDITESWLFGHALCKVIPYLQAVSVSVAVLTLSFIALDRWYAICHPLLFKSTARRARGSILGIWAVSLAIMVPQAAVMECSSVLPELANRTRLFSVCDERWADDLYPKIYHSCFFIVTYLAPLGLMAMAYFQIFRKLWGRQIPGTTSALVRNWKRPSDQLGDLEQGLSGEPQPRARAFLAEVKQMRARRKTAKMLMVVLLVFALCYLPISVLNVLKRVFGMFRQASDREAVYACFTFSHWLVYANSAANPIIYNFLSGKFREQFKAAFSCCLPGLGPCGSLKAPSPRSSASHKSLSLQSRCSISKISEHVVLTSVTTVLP
STK33 kinase inh – human STK33 kinase inhibition; Q9BYT3; purified STK33, MBP phosphorylation, ADP-Glo luminescence; inhibition, % at 10 µM; 0.073% of 320,000 active;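 active means inhibition at or above 25%, using the most active replicate where run in duplicate; inactive means inhibition below 25%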
Target sequence (Q9BYT3 whole entry, looked up): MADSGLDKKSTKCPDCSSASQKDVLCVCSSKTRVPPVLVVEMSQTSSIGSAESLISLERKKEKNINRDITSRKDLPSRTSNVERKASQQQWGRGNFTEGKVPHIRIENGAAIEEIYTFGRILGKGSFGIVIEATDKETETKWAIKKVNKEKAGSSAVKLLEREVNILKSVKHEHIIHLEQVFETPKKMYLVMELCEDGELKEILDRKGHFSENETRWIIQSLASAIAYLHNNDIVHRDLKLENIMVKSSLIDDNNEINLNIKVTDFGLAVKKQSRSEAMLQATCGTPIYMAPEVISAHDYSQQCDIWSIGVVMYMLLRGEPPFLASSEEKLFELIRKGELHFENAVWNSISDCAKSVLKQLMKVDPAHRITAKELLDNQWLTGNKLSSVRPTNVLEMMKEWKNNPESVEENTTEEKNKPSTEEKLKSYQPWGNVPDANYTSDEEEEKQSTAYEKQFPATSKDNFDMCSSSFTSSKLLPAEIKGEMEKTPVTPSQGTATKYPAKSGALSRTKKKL
OX1R antag-2 – antagonists of human orexin 1 receptor; CHO/OX1R cells, Fluo-8 calcium fluorescence, orexin A; inhibition, % at 5 µM; 0.43% of 330,000 active; AID 434989;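 active means inhibition above its plate's threshold, mean inhibition of all tested compounds on the plate plus 3 SD, cut at about 37% in these data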;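 further: 0% = orexin A challenge wells and 100% = SB-334867-A antagonist wells; not every result past the cut was called active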
* marks the source's active call; other numbers are inactive results; · = no result given.

SMILES	OX1R antag-1	STK33 kinase inh	OX1R antag-2
Cc1ccc(C(C(=O)NCC2CCCO2)N(Cc2ccccc2)C(=O)c2ccc(-c3ccccc3)[nH]2)o1 (configuration not stated)	30	-1.4	-29
O=C(COc1cccc(Br)c1)N/N=C/C(=O)c1ccccc1	16	0.5	-20
OCC(CBr)(CBr)CBr	5	-0.3	-12
CCc1ccccc1N(CC(=O)NC1CCCCC1)C(=O)CCC(=O)Nc1ccccn1	-5	-0.6	-47
CC(/C=N/NC(=O)c1cc(-c2ccc(C)o2)[nH]n1)=C\c1ccccc1	59*	-1.9	2
CC1(c2ccccc2)NC(=O)N(CC(=O)Nc2cc(S(=O)(=O)N3CCOCC3)ccc2Cl)C1=O (configuration not stated)	15	-1.3	-8
O=C1CN(S(=O)(=O)c2cc(Br)ccc2Br)CCN1	12	-0.4	8
Cc1nc2ccccc2cc1C(=O)N(C)Cc1ccccc1	4	-1.0	-20
O=C(Nc1ccc(F)c(Cl)c1)C1CCCCC1	18	-0.1	-16
CCOC(=O)C1CCCN(C(=O)c2ccc3nc(-c4cccc(OC)c4)oc3c2)C1 (configuration not stated)	39	-1.8	-32
Cc1cc(C)n(C(C)CC(=O)N2CCc3ccccc32)n1 (configuration not stated)	6	0.3	-7
O=S(=O)(Nc1nc2c(s1)CCCC2)c1ccc(F)cc1	7	-0.7	-13
CCN(C(=O)c1cc2ccccc2oc1=O)c1ccccc1	14	-0.1	-18
Cc1nc2ccccc2c2oc(C(=O)N3CCc4ccccc4C3)cc12	35*	2.7	-12
O=C(CCc1cn2ccccc2n1)NC1CCCc2c1cnn2-c1ccccc1F (configuration not stated)	-2	1.0	-21
CNc1cc(N2CCN(S(=O)(=O)N(C)C)CC2)ccc1[N+](=O)[O-]	27	-0.1	-25
CC(C)(CNC(=O)Cc1ccc(Cl)cc1Cl)N1CCOCC1	5	0.2	-3
Cc1nn(Cc2cccc(Oc3ccccc3)c2)c(C)c1NC(=O)NC12CC3CC(CC(C3)C1)C2	-4	-0.1	-20
CCOC(=O)c1c(-c2ccc(-c3ccccc3)cc2)csc1NC(=O)CNCCN(C)C	8	4.0	31
COc1cccc(/C=N/NC(=O)c2cnn(-c3ccccc3)c2N)c1	8	3.1	-31
Cc1ccc(C(=O)Nc2cccc(-c3ccc(N4CCOCC4)nn3)c2)cc1	12	-0.7	-22
O=C(O)c1ccc(-n2c(=O)c3ccccc3c3ccccc3c2=O)cc1	10	-3.1	-5
CC(C)C(=O)NC(=S)Nc1ccc(S(=O)(=O)N(C)C)cc1	12	-2.8	-2
CCCn1c(N2CCN(CC(=O)Nc3ccc4c(c3)OCCO4)CC2)nc2ccccc21	26	-0.4	-15
Brc1ccc(OCc2ccccc2)c(CNCc2ccncc2)c1	18	3.5	-18
O=C1CSC(c2ccccn2)N1c1ccc(Cl)c(Cl)c1 (configuration not stated)	0	-0.5	-12
CCOC(=O)c1c(NC(=O)CSc2n[nH]c(N)n2)sc(CC)c1C	7	-0.6	-30
Cn1c(SCC(=O)Nc2nc3c(s2)CCCC3)nnc1-c1ccccc1	25	-0.1	-27
CCc1ccc(S(=O)(=O)NCCOc2cccc3cccnc23)cc1	33	-0.8	-8
Cc1ccc(Cn2nnc3c(=O)[nH]c(C4CCCN(C(=O)Nc5ccc(F)cc5F)C4)nc32)cc1 (configuration not stated)	4	0.2	-19
Cc1ccc(CNC(=O)c2ccc(NS(=O)(=O)c3cccs3)cc2)cc1	11	-0.7	-8
COc1ccccc1CN(C)CC(=O)Nc1ccc(Cl)cc1C(F)(F)F	22	5.9	-59
CCOc1ccc(C(C)=O)cc1CSc1nc(C)cc(C)n1	20	-2.0	-40
CN1CCN(S(=O)(=O)c2ccc(Sc3nnc(-c4cccs4)n3-c3ccccc3)nc2)CC1	15	-0.1	-27
Cc1cccc(N=Nc2c(C)[nH]n(C(N)=S)c2=O)c1C	13	0.9	-7
CC1OC(Nc2ccc(OC(F)(F)F)cc2)C(O)C(O)C1O (configuration not stated)	-4	-0.8	10
S=c1[nH]c2cnccc2n1Cc1ccccc1	4	-0.6	-12
Cc1sc2nc3ccc(N4CCCCC4)nn3c(=O)c2c1C	76*	2.1	-14
COc1c(C)cc(C(=O)C2CCCN(Cc3cnc(N4CCOCC4)s3)C2)cc1C (configuration not stated)	6	-2.4	-32
O=C(NC(=S)Nc1cccnc1)c1cccs1	10	1.5	2
C/C(=C\C(=O)c1ccncc1)Nc1ccccc1O	91*	1.7	0
CC(=O)NC(CC(=O)Nc1cccc(S(=O)(=O)N2CCCC2)c1)c1ccccc1 (configuration not stated)	5	-0.7	-12
CC1c2cc3c(cc2CCN1CC(=O)Nc1ccc(S(=O)(=O)N2CCCC2)cc1)OCCCO3 (configuration not stated)	-1	-0.4	-2
Cc1cccc(/C=N/N2CCN(c3ccccc3)CC2)c1	9	-0.4	-9
O=C(NC1CCCC1)C(c1ccccc1)N(Cc1cccnc1)C(=O)Cc1cccs1 (configuration not stated)	14	0.3	-31
CC(C)N1CC(C(=O)Nc2cccc([N+](=O)[O-])c2)CC1=O (configuration not stated)	-3	-0.4	-18
COc1cc(NC(=O)C(C)C)ccc1NC(=O)c1cc2ccccc2o1	15	-1.8	-34
O=C(/C=N/O)NCC1CCNCC1	14	-1.4	-6

Single records (already shown). Order of screens: OX1R antag-1, STK33 kinase inh, OX1R antag-2
COc1cc(NC(=O)C(C)C)ccc1NC(=O)c1cc2ccccc2o1 is listed with 15, -1.8, -34
O=C(NC1CCCC1)C(c1ccccc1)N(Cc1cccnc1)C(=O)Cc1cccs1 (configuration not stated) is listed with 14, 0.3, -31
C/C(=C\C(=O)c1ccncc1)Nc1ccccc1O is listed with 91*, 1.7, 0
CC(C)N1CC(C(=O)Nc2cccc([N+](=O)[O-])c2)CC1=O (configuration not stated) is listed with -3, -0.4, -18
COc1c(C)cc(C(=O)C2CCCN(Cc3cnc(N4CCOCC4)s3)C2)cc1C (configuration not stated) is listed with 6, -2.4, -32

(more compounds)
SMILES	OX1R antag-1	STK33 kinase inh	OX1R antag-2
CCOc1ccccc1NC(=O)Cn1nnc(C(=O)NCCc2ccc(OC)c(OC)c2)c1N	5	-3.8	-21
COc1ccccc1OCc1cc(C(=O)N2CCN(C)C(c3ccccc3)C2)no1 (configuration not stated)	8	-1.5	-32
Cc1ccc(S(=O)(=O)NNC(=O)C(O)(c2ccccc2C)c2ccccc2C)cc1	19	0.3	-26
Cc1cc(=O)oc2c3c(cc(OCC(=O)N4CCC[C@H]4C(=O)O)c12)OC(C)(C)CC3	26	0.0	-11
CN(C)CC/C=C1/c2cc(F)ccc2CSc2ccc(F)cc21	7	0.4	-38
Cc1cc(NC(=O)CCC(=O)N(CC(=O)NCC2CCCO2)c2ccc(F)c(Cl)c2)no1 (configuration not stated)	2	-2.2	4
C/C(CC(=O)Nc1ccc(OCc2ccccc2)cc1)=N\NC(=O)C(=O)Nc1ccc(C)c(Cl)c1	13	-2.0	-13
COc1ccc(C(=O)NNC(=O)CCC(=O)NNC(=O)c2ccc(OC)cc2)cc1	10	-1.5	-8
COc1ccccc1C/C(N)=N/OC(=O)COc1cccc2ccccc12	22	-0.1	-3
Cc1nc2ccccc2n1C(=O)N(C)C	0	-1.5	3
O=C(N/C(=C\c1ccccc1)C(=O)N1CCOCC1)c1ccco1	16	1.6	2
CCN(CC)S(=O)(=O)c1ccc(C(=O)NNC2=NS(=O)(=O)c3ccccc32)cc1	0	-1.1	-12
Fc1ccc(CSc2ccc3nnc(-c4cccnc4)n3n2)cc1	7	-0.4	-23
O=C(COC(=O)CN1C(=O)NC2(CCCCC2)C1=O)Nc1cc(F)ccc1F	6	-1.0	-10
CSc1cccc(NC(=S)N2CCC(N(C)C3CCCC3)CC2)c1	6	-0.4	-23
COc1ccc(NC(=O)CSc2ccc(NC(C)=O)cc2)cc1S(=O)(=O)N1CCCCC1	36	0.3	-20
Cc1ccc(S(=O)(=O)CCC(=O)N2CCc3ccccc32)cc1	17	-0.3	-27
Cc1ccc(/C=C/C(=O)c2ccccc(=O)c2O)c(C)c1	19	4.6	-5
COc1ccccc1CCNC(=O)CCn1c(=O)oc2ccccc21	6	-0.3	-15
CC(C)c1ccc(/C=C/C(=O)NNC(=O)c2cccnc2)cc1	35	-0.2	-18
Cc1ccc(-c2ccnc3nc(-n4cccc4)nn23)o1	48	0.6	-19
Cc1ccc(N2CN=c3s/c(=C\c4ccccn4)c(=O)n3C2)cc1	32	-0.7	-10
O=S(=O)(c1ccccc1)[C@@]1(c2ccc(Br)cc2)C[C@@H]2ON=C(c3cccc(Br)c3)[C@@H]2C1	8	0.1	-22
CC(C)n1ncc2c(C(=O)Nc3cccc(C#N)c3)cc(C3CC3)nc21	0	1.8	27
CC1(C)C2CCC1(CS(=O)(=O)N1CCN(c3ccccc3F)CC1)C(=O)C2 (configuration not stated)	14	-1.9	-14
COc1ccc(Br)cc1CN1CCC(N2CCCC2)CC1	8	-0.2	-11
Cc1ccc(Cl)cc1NC(=O)NCCN1CCCCC1	8	-3.8	-10
COc1ccc(-c2csc(N=C(N)N)n2)cc1	30	3.5	-4
COC(=O)c1ccc(CNC(=O)COC(=O)C2CC3C=CC2C3)cc1 (configuration not stated)	26	-1.8	-16
COc1ccc(NC(=O)CNc2cc(S(=O)(=O)N3CCOCC3)ccc2N2CCOCC2)c(OC)c1	17	-1.7	-10
CC(C)Oc1ccc(C2CC(=O)N(C)C2=O)cc1 (configuration not stated)	10	-1.1	-12
CNc1ccccc1C(=O)OCC(=O)c1ccc(F)cc1	2	1.2	-27
COc1cc(OC)cc(C(=O)NNS(=O)(=O)c2ccc(F)cc2)c1	9	0.4	-16
Cc1ccc(S(=O)(=O)c2nc(S(C)(=O)=O)sc2N2CCC(C(N)=O)CC2)cc1	5	0.5	-1
COc1cc(OC)cc(C(=O)OCC(=O)NC2CCCCCC2)c1	11	-0.7	-11
COc1ccccc1C(=O)COC(=O)c1cccs1	8	0.7	-11
COc1ncccc1C(=O)N1CCCC(N2CCN(c3ccc(F)cc3)CC2)C1 (configuration not stated)	15	0.3	-44
Cn1nnnc1SCC(=O)Nc1nc2ccccc2s1	14	-1.5	-5
OCCC1CN(Cc2nc(-c3ccccc3)cs2)CCN1CCc1ccccc1 (configuration not stated)	16	-0.8	-44
O=C1C=C(c2ccccc2)CC(c2cccs2)C1n1cnc([N+](=O)[O-])c1 (configuration not stated)	3	-1.2	-18
O=C(NCCC1CCCCN1S(=O)(=O)c1ccccc1)C(=O)NCc1ccco1 (configuration not stated)	22	·	-28
COC(=O)c1sc(N2C(=O)C(=O)/C(=C(/O)c3ccccc3)C2c2ccco2)nc1C (configuration not stated)	13	-2.3	-2
CN(CC(=O)Nc1cccc(F)c1)C(=O)c1cccc(S(=O)(=O)N2CC3(C)CC2CC(C)(C)C3)c1 (configuration not stated)	24	0.3	-37
COc1cccc(OC)c1C(=O)NC(=O)Oc1c(F)cccc1F	13	-0.3	1
COc1ccc(NC(=O)c2cc3ccccc3o/c2=N\NS(=O)(=O)c2ccc(C)cc2)cc1	17	-0.9	-6
Cc1c(C(=O)N2CCCCCC2)c(S(=O)(=O)NCc2ccccc2Cl)c(C)n1C	5	-0.7	-28
C#CCOCCOCCOCCNc1nc(N2CCOCC2)nc(N2CCN(C(=O)Cn3cc(CC(C)O)nn3)CC2)n1 (configuration not stated)	2	0.9	0
Cc1ccc(CCNC(=O)CNC(=O)c2cccs2)cc1	16	0.0	-7
Cc1cc(C)nc(N2CCCC(C(=O)Nc3ccc(F)cc3)C2)n1 (configuration not stated)	23	-0.7	-27
COc1cc(C(=O)NCC(=O)OCc2ccc(F)cc2)cc(OC)c1OC	5	-0.1	-14
O=C(c1cccnc1)N1CCc2ccccc21	5	-1.8	-2
C=CCn1c(SCC(=O)NC2CCCCC2)nnc1C(C)NC(=O)c1cccs1 (configuration not stated)	7	-0.3	-38
O=C(c1ccc(F)cc1)N1CCC(C(=O)N2CCN(S(=O)(=O)c3ccccc3Br)CC2)CC1	6	-2.7	-14
Cc1ccc(NC(=O)CN(C)CC(=O)Nc2cccc(F)c2)cc1S(=O)(=O)N1CCCCCC1	25	0.2	-18
CCC(C(=O)OCC(=O)c1ccc2c(c1)NC(=O)CO2)c1ccccc1 (configuration not stated)	14	-0.6	-18
Oc1ccc(N2CCN(C(c3cccs3)c3nnnn3CCc3ccccc3)CC2)cc1 (configuration not stated)	20	-0.9	-18
COc1ccc(CCNC(=S)Nc2cc(C)ccc2C)cc1	1	3.2	-19
NC(=O)c1ccc(NC(=O)COC(=O)c2cc([N+](=O)[O-])ccc2N2CCOCC2)cc1	30	0.7	-9
O=C(NCCn1c(C(F)(F)F)nc2ccccc21)[C@H]1CCCN1c1nc(CN2CCCCC2)cs1	24	-0.3	-4
CCOC(=O)C1(CCCc2ccccc2)CCN(C(=O)CCc2cnccn2)CC1	5	-1.4	-25

6 successive compounds out of the list so far, for reference:
SMILES	OX1R antag-1	STK33 kinase inh	OX1R antag-2
Cc1cc(C)nc(N2CCCC(C(=O)Nc3ccc(F)cc3)C2)n1 (configuration not stated)	23	-0.7	-27
COc1cc(C(=O)NCC(=O)OCc2ccc(F)cc2)cc(OC)c1OC	5	-0.1	-14
O=C(c1cccnc1)N1CCc2ccccc21	5	-1.8	-2
C=CCn1c(SCC(=O)NC2CCCCC2)nnc1C(C)NC(=O)c1cccs1 (configuration not stated)	7	-0.3	-38
O=C(c1ccc(F)cc1)N1CCC(C(=O)N2CCN(S(=O)(=O)c3ccccc3Br)CC2)CC1	6	-2.7	-14
Cc1ccc(NC(=O)CN(C)CC(=O)Nc2cccc(F)c2)cc1S(=O)(=O)N1CCCCCC1	25	0.2	-18

Compound activity deposited in PubChem by several laboratories.
